Screening results deposited in PubChem by National Center for Advancing Translational Sciences (NCATS).
FLuc modulator: counter-screen for miR-21 project: firefly luciferase inhibitors or activators | Potency, µM (doses to about 57.5 µM), without a hit: at the highest dose activity change, negative = inhibition, most hits filed as inhibitors | P08659 | purified FLuc, Km substrates, luminescence inhibition | 360,000 compounds, 6.9% hits | AID 588342;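 note: potency is the fitted concentration of half-maximal effect; plate controls were vehicle for no effect and reference inhibitor for full effect; nearly all actives have a fitted effect of over 55% in size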
Target sequence (P08659 whole entry, looked up): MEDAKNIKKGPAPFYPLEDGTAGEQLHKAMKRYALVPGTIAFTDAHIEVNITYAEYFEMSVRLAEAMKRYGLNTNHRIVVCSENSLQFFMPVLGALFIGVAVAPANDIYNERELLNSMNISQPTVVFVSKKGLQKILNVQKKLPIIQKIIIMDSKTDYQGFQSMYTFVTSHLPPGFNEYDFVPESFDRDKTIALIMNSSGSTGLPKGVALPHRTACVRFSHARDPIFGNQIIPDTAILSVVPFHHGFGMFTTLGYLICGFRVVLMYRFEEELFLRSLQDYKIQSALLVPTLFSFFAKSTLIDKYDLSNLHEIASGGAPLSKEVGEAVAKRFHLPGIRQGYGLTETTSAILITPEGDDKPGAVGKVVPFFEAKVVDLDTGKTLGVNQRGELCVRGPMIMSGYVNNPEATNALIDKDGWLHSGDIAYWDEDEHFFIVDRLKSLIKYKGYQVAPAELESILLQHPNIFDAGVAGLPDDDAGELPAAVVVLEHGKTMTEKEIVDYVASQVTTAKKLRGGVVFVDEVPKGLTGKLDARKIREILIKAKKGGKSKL
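Biochemical qHTS of compounds, final roughly 60 µM downward over six points, against 10 nM purified firefly luciferase using Km concentrations of substrates (10 uM D-luciferin, 10 uM ATP) in Tris acetate pH 7.5 buffer; luminescence output.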
Rab9 promoter act: Rab9 promoter activation; Huh7 Rab9 promoter-luciferase reporter, luminescence, 24 h; Potency, µM (series often up to 9.22 µM), without a hit: top-dose activation, negative = inhibition, actives largely listed as activators; 320,000 compounds, 2.8% hits; note: potency is the fitted concentration of half-maximal effect; % of control where 0% means no effect; nearly all actives have a fitted effect of over 60% in size
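Huh7 reporter line, Rab9 promoter upstream of luciferase. Compound exposure 24 h at 37 °C in reduced-serum medium with 10% FBS. Read-out: luminescence.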
RORgamma inh: inhibitors of mouse ROR gamma transcriptional activity. Drosophila S2 Gal4-RORgamma UAS-luciferase reporter, 20 h. Potency, µM (series often up to 53.6 µM), for the others: at the top dose activity change, negative = inhibition, hits mostly inhibitors. 310,000 compounds, 5.4% hits; note: potency is the fitted concentration of half-maximal effect; % is set by controls: 0 for no effect and ±100 for the full control effect; nearly all actives have a fitted effect of over 60% in size
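Stable Schneider cell line, Gal4 DNA-binding domain fused to ROR gamma, UAS-luciferase. Cmpd 1 hr RT → CuSO4 700 uM final → 20 hr RT → luciferase reagent 10 min → luminescence.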
PKM2 act: increases activity of human pyruvate kinase M2 | Potency, µM (top dose mostly 57.5 µM), for the others: top-dose activation, hits mostly activators | P14618 | purified PKM2, Kinase-Glo ATP luminescence, activation; response scale: 0% is enzyme alone, no compound | 260,000 compounds, 0.34% hits; note: potency is the fitted concentration of half-maximal effect; % is set by controls: 0 for no effect and ±100 for the full control effect; nearly all actives have a fitted effect of over 55% in size
Target sequence (P14618 whole entry, looked up): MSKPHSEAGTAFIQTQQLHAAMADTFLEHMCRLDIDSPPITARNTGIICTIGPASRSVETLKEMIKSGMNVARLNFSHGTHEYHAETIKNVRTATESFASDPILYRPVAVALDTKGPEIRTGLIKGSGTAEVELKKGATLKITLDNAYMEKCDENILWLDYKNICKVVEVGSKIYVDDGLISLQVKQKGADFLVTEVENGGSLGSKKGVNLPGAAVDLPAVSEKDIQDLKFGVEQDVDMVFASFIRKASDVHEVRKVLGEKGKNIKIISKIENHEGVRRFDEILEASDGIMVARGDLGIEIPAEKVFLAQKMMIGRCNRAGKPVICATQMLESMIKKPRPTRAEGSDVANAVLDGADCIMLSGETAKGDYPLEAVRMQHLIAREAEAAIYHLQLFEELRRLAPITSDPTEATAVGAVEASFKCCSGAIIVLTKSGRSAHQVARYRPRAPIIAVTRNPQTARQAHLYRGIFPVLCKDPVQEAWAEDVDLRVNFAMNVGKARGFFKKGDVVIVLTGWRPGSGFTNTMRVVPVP
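hPK-M2, >95% pure; 0.1 mM ADP / 0.5 mM PEP final; imidazole pH7.2 buffer w/ 7 mM MgCl2, 50 mM KCl; 1 h RT; Kinase-Glo lum. Intermediate enzyme activity for dual inhibitor/activator qHTS.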
Menin MLL FP TR: menin-MLL binding inhibition, Texas Red mutant peptide; Menin + Texas Red MLL mutant peptide, fluorescence polarization; Potency, µM (top dose mostly 61.6 µM), for the others: top-dose FP activity change, negative = inhibition, actives largely listed as inhibitors; 270,000 compounds, 0.23% hits; O00255; active = well fitted inhibition curve with a large enough effect in the polarisation, with a control signal flat, not every such curve was filed as active; inconclusive = small, poorly fitted or top-dose-only effect, or effect the other way, or a change in a side signal; inactive = no such curve, though single readings can be large or run the other way; the % refers to the polarisation; note: potency is the fitted concentration of half-maximal effect; % of control where 0% means no effect; many of its hits are not listed in these tables
Gal4-VP16 FLuc: inhibits Gal4-VP16 luciferase reporter, ROR gamma counter-screen; 310,000 compounds, 3.5% hits; Potency, µM (top dose mostly 53.6 µM), for the others: at the highest dose activity, negative = inhibition, usual class: inhibitors; AID 2546; Drosophila S2 Gal4-VP16 UAS-luciferase, luminescence, 20 h;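 note: Gal4-VP16 expression switched on by copper sulfate through the metallothionein promoter; potency is the fitted concentration of half-maximal effect; % is set by controls: 0 for no effect and ±100 for the full control effect; nearly all actives have a fitted effect of over 50% in size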
NPC1 promoter act: activators of NPC1 promoter; 320,000 compounds, 2.4% hits; Potency, µM (top dose mostly 9.22 µM), for inactives: top-dose activation, most hits filed as activators; Huh7 NPC1 promoter luciferase reporter, 24 h;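 note: potency is the fitted concentration of half-maximal effect; % of control where 0% means no effect; nearly all actives have a fitted effect of over 60% in size; reporter is driven by a mutant NPC1 promoter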
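Luciferase expression driven by the NPC1 promoter was measured in stably transfected Huh7 cells after a 24 h compound incubation, using a luciferase reagent and a luminescence read.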
Giardia killer: kills Giardia lamblia | Giardia lamblia trophozoite viability | activity change, % at 7.66 µM, hits read low | 340,000 compounds, 0.15% hits; in the data active = activity change below about -80%; inconclusive = between about -30% and that limit;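 note: parasites exposed to compound for two days anaerobically before the ATP read; % is set by controls: 0 for no effect and ±100 for the full control effect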
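Media and compound were dispensed first, then trophozoites at 100 cells/well; plates sat 48 hrs at 37 deg C without oxygen before ATP luminescence reagent was added and read after 15-30 min at room temperature.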
ELG1 genotoxic: induces genotoxicity in HEK293T cells with luciferase-tagged ELG1 | Potency, µM (top dose mostly 46 µM), for inactives: at the top dose activity change, positive = activation, most hits filed as activators | 330,000 compounds, 1.3% hits | HEK293T ELG1-luciferase reporter, luminescence, 16 h | AID 504466; note: potency is the fitted concentration of half-maximal effect; % of control where 0% means no effect; nearly all actives have a fitted effect of over 60% in size
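Cells (2,000/well) expressing the ELG1-luciferase fusion are dosed by pin tool and kept 16 hr at 37 °C, 5% CO2. Signal comes from ONE-Glo luciferase reagent after 30 min at room temperature.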
p53 reactivator: re-activators of mutant p53; H1299 p53-A138V BP100-luciferase reporter, luminescence, 24 h; Potency, µM (series often up to 92.2 µM), without a hit: at the top dose activity change, positive = activation, usual class: activators; 320,000 compounds, 0.063% hits; note: potency is the fitted concentration of half-maximal effect; % of control where 0% means no effect; nearly all actives have a fitted effect of over 45% in size
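H1299 (p53-null), stable ts p53-A138V + BP100-Luc; 1000 cells/well, Opti-MEM/10% FBS; cpd 4 pt, 1:5; 24 h, 37 deg C, 5% CO2; detection reagent 10 min RT; luminescence.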
BRCA1 expr act: activators of BRCA1 expression. 380,000 compounds, 1.1% hits. MCF7-BRCA1-FFLuc reporter, luminescence, 48 h; response scale: scaled: vehicle 0%, 10 µM genistein 100%. Potency, µM (series often up to 46.1 µM), for the others: at the highest dose activation, usual class: activators; note: potency is the fitted concentration of half-maximal effect; nearly all actives have a fitted effect of over 80% in size; some results filed as inactive show a strong effect at the top dose
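Cells: MCF7-BRCA1-FFLuc, 2000/well. Exposure: 48 h, 37 °C, 5% CO2. Read: luminescence, 15 min post-substrate. Controls: genistein 10 microM (maximal activation), DMSO (neutral).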
* = called active by the depositor; ? = inconclusive; . = no result given; [ ] = remark or other dose. Unless noted, calls come from the whole dose curve; as a rule, active = well fitted curve in the direction sought with a large enough effect; inconclusive = small, poorly fitted or top-dose-only effect, or another doubt; inactive = no such curve, though single readings can be large; an effect the other way counts as inactive or inconclusive. Some of the compounds tested; rates above refer to the full screens.

SMILES	FLuc modulator	Rab9 promoter act	RORgamma inh	PKM2 act	Menin MLL FP TR	Gal4-VP16 FLuc	NPC1 promoter act	Giardia killer	ELG1 genotoxic	p53 reactivator	BRCA1 expr act
O=C(COc1ccc(Cl)cc1)N1CCN(c2cccc(C(F)(F)F)c2)CC1	3.3%	2.6%	8.8%	-0.3%	6.0%	-7.9%	0.4%	12.0	-8.3%	0.3%	-62.3%
CCOC(=O)/C(C#N)=C\c1c(OCC)n(CC)c2ccccc12	3.0%	0.6%	3.3%	-10.2%	5.2%	-13.1%	1.1%	-2.2	-4.9%	-22.8%	-20.7%
CC1=C(C(=O)OC(C)C)C(c2ccc(F)cc2)NC(=O)N1 (stereo not drawn)	1.4%	0.9%	-40.3%	-6.3%	-23.1%	-1.7%	2.5%	-7.3	-4.3%	-8.2%	-15.2%
CCN1CCN(CCCOc2ccccc2-c2ccccc2)CC1	-11.7%	-7.1%	4.3%	0.2%	?	-17.5%	1.1%	6.0	-2.9%	?	-28.3%
COCc1cc(N2CCOCC2)nc(-c2ccccc2)n1	-1.0%	-2.5%	9.8%	.	-6.5%	1.5%	-2.6%	27.6	2.3%	-1.6%	-44.6%
O=C(N/N=C/c1ccco1)c1cc(-c2ccc(Cl)cc2)n[nH]1	0.1%	0.8%	?	-0.9%	.	-15.4%	0.5%	-0.9	1.5%	-3.7%	-7.1%
Cc1ccc(CCNC(=O)C2CCN(C(=O)N(C)C)CC2)cc1	2.2%	-5.3%	24.9%	-4.9%	-2.1%	-5.0%	0.0%	-25.7	0.0%	0.2%	-8.0%
CC(=O)N/C(=C/c1ccc(OS(=O)(=O)c2ccc(C)cc2)cc1)C(=O)Nc1ccc(C(=O)O)cc1	0.7%	-1.5%	3.1%	0.4%	.	-8.8%	0.1%	-2.6	-1.5%	0.1%	0.0%
CC(C)C[C@H](NC(=O)c1[nH]cnc1C(=O)N[C@@H](C)c1ccccc1)C(=O)OCc1ccccc1	-1.4%	-17.0%	?	-20.6%	.	?	6.5%	0.0	-10.8%	0.5%	-22.2%
C=CCOC(=O)C1=C(C)OC(N)=C(C#N)C1c1ccoc1 (stereo not drawn)	-0.2%	-5.8%	-5.6%	0.1%	-20.3%	7.2%	-1.5%	-0.1	-6.6%	-5.2%	-14.4%
CC(C)[C@H](NC(=O)C1CCCC1)c1nc2ccccc2[nH]1	0.3%	8.5%	-26.1%	-1.6%	-5.4%	-4.9%	0.3%	-17.2	0.6%	-0.3%	12.5%
CCN(CC)CCCNc1ncnc2scc(-c3ccc(F)cc3)c12	4.6%	-5.5%	-6.3%	0.0%	-17.8%	-0.3%	0.8%	3.7	6.8%	-5.8%	-9.9%
C/C(Cn1nnc2ccccc21)=N\NC(=O)c1ccc(Br)cc1	4.6%	2.5%	?	1.1%	4.0%	-4.6%	-2.4%	-21.0	-1.6%	13.2%	13.8%
CC1C(=O)N2CCCc3cc(NC(=O)C(=O)NCCc4ccccc4)cc1c32 (stereo not drawn)	0.9%	-1.6%	.	.	.	.	-7.1%	-10.2	?	-8.3%	-45.5%
COc1ccc(S(=O)(=O)Nc2cccc(F)c2C)cc1C(=O)N1CCOCC1	-2.4%	-1.1%	-1.2%	-1.7%	-3.2%	1.9%	-0.6%	-1.9	-0.1%	4.6%	-2.9%
CCOC(=O)C1C(c2ccccc2Cl)NC(=O)N(C)C1(O)C(F)(F)F (stereo not drawn)	1.1%	-19.0%	0.9%	-4.7%	12.9%	-5.2%	0.3%	2.7	1.6%	-4.9%	10.1%
O=C(NCc1ccc2c(c1)OCO2)C1CCCN1C(=O)Nc1ccc(Cl)cc1 (stereo not drawn)	-0.2%	-2.7%	-11.1%	0.4%	21.5%	-2.6%	-3.6%	-6.4	-0.1%	-2.8%	4.8%
O=C(CSc1nc2ccccc2s1)Nc1ccc(Cl)c(C(=O)O)c1	?	9.3%	?	-3.1%	32.3%[activator]	-24.5%	-0.7%	3.5	2.0%	-2.4%	-1.4%
CCc1nc(CN2CCN(c3ccc(C(F)(F)F)cn3)CC2)c(C)[nH]1	-1.5%	-22.4%	2.9%	-3.4%	.	-4.5%	-9.0%	-2.0	2.2%	-6.0%	-14.4%
Cn1c(CCN2CCOCC2)nc2cc(NC(=O)COc3ccc([N+](=O)[O-])cc3)ccc21	2.6%	-7.6%	2.9%	.	.	-1.7%	-1.7%	-6.9	-7.4%	-7.3%	2.3%
CN(CC(=O)Nc1ccccc1Br)C(=O)c1cccc(S(=O)(=O)NCc2ccccc2)c1	1.9%	-1.7%	.	.	.	.	0.2%	4.7	-1.6%	-5.8%	-16.7%
O=C(Nc1ccc(F)cc1Cl)c1ccc2c(=O)n3c(nc2c1)CCC3	-36.6%	3.55µM*	.	.	.	.	3.16µM*	-12.5	16.7%	?	?
Cc1cccc(C)c1NC(=O)COC(=O)c1ccc(N2CCCC2)c([N+](=O)[O-])c1	2.9%	-6.7%	-11.5%	-5.1%	5.9%	-9.0%	-4.0%	4.1	6.4%	-4.3%	-23.8%
Cc1ccc(N(C(=O)c2ccco2)C(C(=O)NC2CCCC2)c2ccco2)c(C)c1 (stereo not drawn)	0.4%	5.1%	18.0%	-0.2%	?	4.4%	0.5%	-9.2	-0.7%	0.5%	-42.2%
O=C(Nc1cc(SCCO)cc([N+](=O)[O-])c1)c1ccc(Br)o1	-3.5%	-1.7%	12.9%	0.7%	19.5%	-7.5%	-0.9%	-15.4	-4.4%	-6.7%	-51.6%

Some values from the list.
PKM2 act, CCc1nc(CN2CCN(c3ccc(C(F)(F)F)cn3)CC2)c(C)[nH]1 stands at -3.4%
PKM2 act, O=C(NCc1ccc2c(c1)OCO2)C1CCCN1C(=O)Nc1ccc(Cl)cc1 (stereo not drawn) stands at 0.4%

More structures.
SMILES	FLuc modulator	Rab9 promoter act	RORgamma inh	PKM2 act	Menin MLL FP TR	Gal4-VP16 FLuc	NPC1 promoter act	Giardia killer	ELG1 genotoxic	p53 reactivator	BRCA1 expr act
COC(=O)c1cccc2c1-c1ccccc1/C2=N\NC(N)=O	?	-8.3%[1.84 µM]	-33.7%	.	59.0%[activator]	-9.1%	-2.1%	-10.6	-7.8%	-5.6%	-26.3%
Cc1cccc(-n2c(SCC(=O)N(C)C3CCS(=O)(=O)C3)nc3ccccc3c2=O)c1C (stereo not drawn)	-2.9%	-3.0%	.	.	.	.	8.5%	2.8	-6.0%	-2.3%	-14.4%
Cc1csc(NC(=O)c2ccc(S(C)(=O)=O)cc2)n1	?	?	18.0%	3.5%	?	-7.7%[10 µM]	?	15.3	-20.1%	20.0%	57.0%
CCOc1ccccc1N(CC(=O)N1CCOCC1)S(=O)(=O)c1ccccc1	0.2%	-4.3%	-1.5%	3.4%	-0.1%	2.6%	-3.0%	4.1	-0.3%	-2.8%	-11.3%
CCOC(=O)CSc1nnc(CNC(=O)c2ccco2)n1-c1ccc(F)cc1	-3.8%	9.4%	11.2%	-2.0%	-13.8%	-15.5%	3.4%	-0.7	0.6%	17.2%	-16.4%
CC(C)C(=O)Nc1ccc(C(=O)Nc2ccc(S(=O)(=O)N3CCOCC3)cc2)cc1	-0.3%	0.0%	?	-6.4%[11.5 µM]	?	7.2%	-2.2%	-11.6	-5.3%	.	-2.9%
COc1cccc(CC(NC(C)=O)C(=O)NC2CCN(c3nnnn3-c3ccccc3)CC2)c1OC (stereo not drawn)	-0.4%	0.1%	8.5%	-5.2%	-6.6%	6.3%	8.6%	-17.0	6.2%	14.3%	-0.7%
Cc1nnc(NC(=O)c2ccc3ccccc3n2)s1	23.9µM*	3.55µM*	2.82µM*	-15.9%	18.3%	7.08µM*	?	-27.5	?	?	37.2%
CCOc1ccc(OCCCCOc2ccccc2C(C)=O)cc1	3.6%	-4.7%	33.8%	2.3%	-4.8%	-8.6%	-1.5%	7.0	-5.8%	-4.0%	2.1%
O=C(Nc1nc(=O)c2ccccc2s1)c1ccc(Cl)cc1	1.07µM*	2.51µM*	3.16µM*	23.0%	-1.1%	26.3%[0.365 µM]	2.82µM*	-10.3	1.84µM*	?	49.7%
CCCCc1c(O)nc2ccccn2c1=O	1.2%	-1.1%	20.0%	5.2%	-9.5%	0.6%	0.7%	-3.6	4.1%	11.5%	-6.0%
CCCn1c(=O)n(C)c(=O)c2c(SCC(=O)NCc3ccco3)nc(C3CC3)nc21	7.8%	-2.4%	?	8.4%	?	1.3%	-4.6%	-13.6	-4.8%	-4.1%	-11.0%
COc1cc(N/C=C2\CC(=O)NC(C)=C2C#N)cc(OC)c1OC	7.6%	2.6%	-1.0%	1.9%	?	7.4%	-2.4%	9.7	2.7%	4.6%	-11.4%
